High-throughput results: PubChem BioAssay, PCMD
Yeast tox: Inhibits yeast growth, turbidity readout; S. cerevisiae wild-type growth, A595 turbidity, 16 h; growth inhibition, % at 25 µM (by protocol); 0.3% of 30,000 active; AID 685;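 active means mutant and wild-type yeast strains alike exhibit over 30% growth inhibition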;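 further: 0% = untreated cell controls and 100% = YPD media blanks without cells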
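Schedule: 16 h growth with compound, 30 °C. System: yeast, wild-type or eIF2Bepsilon-R284H mutant. Doses: one dose, 25 µM compound[…]. Buffer or medium: YPD. Signal: turbidity measured as absorbance at 595 nm. Read-out basis: growth inhibition (%) versus cell controls and blanks.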
Yeast eIF2B: modulators of yeast eIF2B activity; 0.91% of 27,000 active; S. cerevisiae eIF2B-epsilon R284H, GCN4-lacZ luminescence; inhibition, % at 25 µM (by protocol);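 active means mutant luminescence inhibited past about 50% while wild type luminescence and mutant growth stay under set limits, limit read from the data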; further: some compounds called inactive have numbers as strong as hits
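Assay system: yeast eIF2B-epsilon R284H mutant carrying GCN4–beta-galactosidase fusion / Buffer or medium: YPD / Incubation: 16 h growth with compound at 30 °C, 90 min Beta-Glo step / Detection: Beta-Glo luminescence after Z-buffer lysis, growth by 595 nm absorbance / Read-out: % inhibition of reporter signal and growth versus controls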
Yeast tox inhibition %: also measured in Yeast tox; calls as there; growth inhibition, %; S. cerevisiae eIF2Bepsilon-R284H mutant growth, A595 turbidity, 16 h;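 each compound tested once at 25 µM; 0% equals untreated cells and 100% equals cell-free medium blanks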
Yeast eIF2B mutant toxicity: recorded beside Yeast eIF2B, whose call it bears; growth inhibition, %; measured here: mutant yeast growth, toxicity;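 each compound tested once at 25 µM; zero equals untreated control growth and 100 equals blank medium absorbance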
* marks the source's active call; other numbers are inactive results; . = not tested or not shown. An excerpt; count on the stated rates, not on these rows.

The line under a structure holds: Yeast tox | Yeast tox inhibition % | Yeast eIF2B | Yeast eIF2B mutant toxicity
COC(=O)c1sc(NC(=O)COc2cccc3ccccc23)nc1C
    -6 | -52 | 34 | -52
Cc1cc(F)ccc1S(=O)(=O)Nc1ccccc1C(=O)Nc1ncn[nH]1
    12 | 4 | 26 | 4
COc1ccc(NC(=O)N2CCCC(C(=O)NC(C)C)C2)cc1 (stereo not drawn)
    15 | -21 | -13 | -21
CC12CCC(C(=O)Nc3cc(Cl)ccc3Cl)(C/C1=N\O)C2(C)C (stereo not drawn)
    11 | -15 | 21 | -15
CCOc1cccc2cc(-c3csc(NC(=O)CCC(=O)N4CCN(C)CC4)n3)c(=O)oc12
    21 | 11 | 23 | 11
COc1ccc(C(=O)Nc2ccc(S(=O)(=O)N3CCCC3)cc2)c(OC)c1
    -32 | -15 | . | .
O=C1CC(N2CCC(O)(c3ccc(Cl)cc3)CC2)C(=O)N1 (stereo not drawn)
    -11 | -13 | 6 | -13
CCc1nnc(NC(=O)C2CC(=O)N(Cc3ccco3)C2)s1 (stereo not drawn)
    5 | 17 | 17 | 17
CCSc1nc2ccccc2n1CCOc1ccccc1
    14 | -4 | -6 | -4
O=C(CNC(=O)c1ccc(Cl)cc1)NCCCn1ccnc1
    11 | 0 | 8 | .
COc1ccc(OCC(O)CNc2ccc(Br)cc2)cc1 (stereo not drawn)
    11 | 8 | 14 | 8
COc1ccc(-c2nnc(SCC(=O)NC(=O)NCc3ccccc3)o2)cc1
    22 | 7 | . | .
COC(=O)c1[nH]c2ccc(C)cc2c1NC(=O)Oc1ccccc1
    -9 | 19 | 5 | 19
CC(C)(C)NC(=O)NC(=O)CSc1nnc(COc2ccccc2Cl)o1
    9 | 30 | . | .
Cc1nnc(Nc2ccc3c(c2)ncn3C)c2ccccc12
    -16 | 8 | -9 | 8
Cc1nc(-c2ccccc2O)n(S(=O)(=O)N(C)C)n1
    12 | 0 | 11 | .
COc1ccc(NC(=O)CSc2nccc(C)n2)cc1
    -7 | 8 | 4 | 8
CC(=O)c1cccc(NC(=O)CN(Cc2ccccc2)S(C)(=O)=O)c1
    2 | 10 | 22 | 10
CCC(C)n1c(-c2ccco2)nc2nc3ccccc3nc21 (stereo not drawn)
    -14 | 14 | 16 | 14
Cc1nc2sc(C(c3cccc(F)c3)N3CCN(C(=O)c4ccco4)CC3)c(O)n2n1 (stereo not drawn)
    3 | 10 | 30 | 10
CC1=CCC(C(=O)O)(C(=O)N/N=C/c2cccs2)C(c2ccc([N+](=O)[O-])cc2)C1 (stereo not drawn)
    2 | 25 | 19 | 25
CS(=O)(=O)N(CC(=O)Nc1ccc2c(c1)OCO2)Cc1ccccc1
    19 | 5 | -12 | 5
Cc1ccc(SC(C)C(=O)Nc2ncn[nH]2)cc1 (stereo not drawn)
    0 | -24 | -29 | -24
O=C1CC(=O)N(CCc2ccccc2)C(=O)N1CCc1ccccc1
    -2 | 0 | -11 | .
CC(NC(=O)Cc1cccs1)C(c1cccs1)N1CCN(c2ccccc2F)CC1 (stereo not drawn)
    -2 | -10 | 0 | -10
Cc1cc(NS(=O)(=O)c2ccccc2)c(C)c(Cl)c1O
    -6 | 7 | 42 | 7
COc1ccc(N(C(C)=O)S(=O)(=O)c2cc(OC)ccc2OC)cc1
    8 | -15 | 25 | -15
Cc1nn(Cc2cccc(C(=O)NC34CC5CC(CC(C5)C3)C4)c2)c(C)c1Br
    3 | -18 | 10 | -18
CCOc1ccc2c(=O)c(Oc3ccccc3OCC)coc2c1
    4 | 17 | 26 | 17
CC(=O)N(C)c1ccc(NC(=O)c2ccccc2C(=O)O)cc1
    17 | -4 | -15 | -4

A draw from above in order of number of heavy atoms, highest first.
The line under a structure holds: Yeast tox | Yeast tox inhibition % | Yeast eIF2B | Yeast eIF2B mutant toxicity
CCOc1cccc2cc(-c3csc(NC(=O)CCC(=O)N4CCN(C)CC4)n3)c(=O)oc12
    21 | 11 | 23 | 11
Cc1nc2sc(C(c3cccc(F)c3)N3CCN(C(=O)c4ccco4)CC3)c(O)n2n1 (stereo not drawn)
    3 | 10 | 30 | 10
CC(NC(=O)Cc1cccs1)C(c1cccs1)N1CCN(c2ccccc2F)CC1 (stereo not drawn)
    -2 | -10 | 0 | -10
CC1=CCC(C(=O)O)(C(=O)N/N=C/c2cccs2)C(c2ccc([N+](=O)[O-])cc2)C1 (stereo not drawn)
    2 | 25 | 19 | 25
COc1ccc(-c2nnc(SCC(=O)NC(=O)NCc3ccccc3)o2)cc1
    22 | 7 | . | .
COc1ccc(C(=O)Nc2ccc(S(=O)(=O)N3CCCC3)cc2)c(OC)c1
    -32 | -15 | . | .
Cc1cc(F)ccc1S(=O)(=O)Nc1ccccc1C(=O)Nc1ncn[nH]1
    12 | 4 | 26 | 4
CS(=O)(=O)N(CC(=O)Nc1ccc2c(c1)OCO2)Cc1ccccc1
    19 | 5 | -12 | 5
COC(=O)c1[nH]c2ccc(C)cc2c1NC(=O)Oc1ccccc1
    -9 | 19 | 5 | 19
CC12CCC(C(=O)Nc3cc(Cl)ccc3Cl)(C/C1=N\O)C2(C)C (stereo not drawn)
    11 | -15 | 21 | -15
O=C(CNC(=O)c1ccc(Cl)cc1)NCCCn1ccnc1
    11 | 0 | 8 | .
COc1ccc(OCC(O)CNc2ccc(Br)cc2)cc1 (stereo not drawn)
    11 | 8 | 14 | 8
Cc1cc(NS(=O)(=O)c2ccccc2)c(C)c(Cl)c1O
    -6 | 7 | 42 | 7
Cc1nc(-c2ccccc2O)n(S(=O)(=O)N(C)C)n1
    12 | 0 | 11 | .
Cc1ccc(SC(C)C(=O)Nc2ncn[nH]2)cc1 (stereo not drawn)
    0 | -24 | -29 | -24

Results in Yeast tox inhibition % and Yeast eIF2B mutant toxicity (two entries from above):
| Molecule | Yeast tox inhibition % | Yeast eIF2B mutant toxicity |
| --- | --- | --- |
| Cc1nc(-c2ccccc2O)n(S(=O)(=O)N(C)C)n1 | 0 | . |
| COc1ccc(NC(=O)CSc2nccc(C)n2)cc1 | 8 | 8 |

The list goes on:
The line under a structure holds: Yeast tox | Yeast tox inhibition % | Yeast eIF2B | Yeast eIF2B mutant toxicity
Cc1ccccc1NC(=O)Cc1nc(CSc2nnc(-c3ccc4c(c3)OCO4)o2)cs1
    10 | -19 | 1 | -19
CCOC(=O)c1c(NC(=O)C(F)(OC)C(F)(F)F)sc2c1CCN(C)C2 (stereo not drawn)
    5 | 0 | 13 | .
COc1ccc(OC)c(N(CC(=O)N2CCCCC2)S(=O)(=O)c2ccc(OC)c(OC)c2)c1
    20 | -2 | 15 | -2
CCC(C(=O)N1CCN(C(=O)c2ccco2)CC1)c1ccccc1 (stereo not drawn)
    -1 | -33 | 28 | -33
COc1ccc(C)cc1NC(=O)CSc1nnc(-c2ccco2)n1Cc1ccco1
    8 | -22 | 2 | -22
O=c1cc(NC2CCCCCC2)[nH]c(=O)[nH]1
    -4 | 7 | 6 | 7
CCOC(=O)c1ccc(NC(=O)Cn2nnc(-c3ccccc3C)n2)cc1
    17 | -17 | 16 | -17
Cn1ncc(N=Cc2c(O)ccc3ccccc23)c1C(=O)N1CCOCC1
    . | . | 0 | .
Cc1c(C(=O)N2CCOCC2)[nH]c2c1C(=O)CC(c1ccc(Cl)cc1)C2 (stereo not drawn)
    -1 | -23 | 19 | -23
CCOc1ccc(C(C)=O)cc1COC(=O)C1=COCCO1
    6 | 19 | 40 | 19
COCCNC(=O)C(=O)N/N=C/c1ccccc1C(F)(F)F
    -22 | -3 | 24 | -3
O=C(Nc1ccccc1O)c1cc(S(=O)(=O)N2CCOCC2)c(Cl)cc1Cl
    4 | -16 | 9 | -16
COc1ccccc1NC=C1C(=O)OC2(CCCCC2)OC1=O
    13 | 9 | 20 | 9
COc1cccc(-c2cc3nc4c(c(N5CCC6(CC5)OCCO6)n3n2)CCCC4)c1
    -10 | -9 | -3 | -9
CC(=O)Nc1ccc(S(=O)(=O)c2ccc(N)cc2)cc1
    0 | 10 | -33 | 10
CC1(C)Cc2c(sc3nc(SCC#N)n(C4CCCCC4)c(=O)c23)CO1
    -8 | 14 | 21 | 14
CCCC(=O)c1ccc2c(c1)OCCO2
    23 | 18 | 11 | 18
CNS(=O)(=O)c1ccc(Oc2ccc(S(=O)(=O)NC)cc2)cc1
    25 | 21 | 22 | 21
Cn1c(SCc2c(Cl)cccc2Cl)nnc1-c1cccs1
    -18 | 5 | 14 | 5
Cc1oc(C(C)(C)C)cc1C(=O)N1CCCC1C(=O)O (stereo not drawn)
    8 | -5 | 10 | -5
Cc1cc(NC(=O)c2cnn3c(C(F)(F)F)cc(-c4ccccc4)nc23)no1
    16 | -12 | 7 | -12
COC(=O)c1cc2oc3ccccc3c2n1CC(=O)Nc1ccccc1OC
    -27 | -26 | 5 | -26
